Screens from PubChem.
Abeta yeast res: compounds reversing amyloid beta toxicity in yeast | actives 0.063% (n = 410,000) | Potency, µM (series often up to 46.1 µM), without a hit: at the top dose growth rescue, usual class: activators | yeast expressing A-beta42, growth rescue, OD600, 48 h; response scale: 0% DMSO, 100% iron-clioquinol control; further: potency means the concentration at half of the fitted maximal effect; nearly all actives have a fitted effect of over 55% in size
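Yeast A-beta toxicity model in growth medium with pinned compounds, 48 h at 30 C; growth read as absorbance at 600 nm. Normalized to FeCl3/clioquinol equimolar mix (positive) and DMSO (negative).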
D3 ag: D3 dopamine receptor (human) agonism; D3R DiscoveRx beta-arrestin cells, luminescence, 90 min; P35462; actives 0.58% (n = 410,000); max activation, %; AID 652048; in the data active means max activation above about 30%; further: 0% is about no effect; mostly tested at two doses, the higher about 12 µM
Target sequence (P35462 whole entry, looked up): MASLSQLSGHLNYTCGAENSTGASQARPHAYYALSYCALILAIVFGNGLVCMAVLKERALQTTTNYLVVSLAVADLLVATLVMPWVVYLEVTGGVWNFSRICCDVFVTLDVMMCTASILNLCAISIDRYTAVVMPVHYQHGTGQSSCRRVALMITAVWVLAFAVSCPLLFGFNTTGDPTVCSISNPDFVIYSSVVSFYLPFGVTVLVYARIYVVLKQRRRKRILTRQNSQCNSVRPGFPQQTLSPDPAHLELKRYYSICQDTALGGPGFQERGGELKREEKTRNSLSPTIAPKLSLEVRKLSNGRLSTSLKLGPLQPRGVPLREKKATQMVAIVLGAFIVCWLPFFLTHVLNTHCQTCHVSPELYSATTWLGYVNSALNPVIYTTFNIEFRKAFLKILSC
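Agonist-mode cell screen: cells plated at 1500/well and incubated overnight at 37 °C, then exposed to library compounds for 90 min at 37 °C. Detection reagent was added for 30–60 min at room temperature, and luminescence was read.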
aSyn yeast inh: inhibitors of alpha-synuclein toxicity in yeast | Yeast expressing alpha-synuclein, growth rescue, BacTiter-Glo, 24 h | Potency, µM (highest dose often 46.1 µM), without a hit: top-dose growth rescue (activation), hits mostly activators | actives 0.14% (n = 370,000) | AID 652106; further: potency means the concentration at half of the fitted maximal effect; % of control where 0% means no effect; nearly all actives have a fitted effect of over 65% in size
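Rescue of yeast growth: cells expressing toxic alpha-synuclein, induced in galactose at OD600 0.02, incubated with compound 24 h at 30 C. ATP luminescence quantified growth; inhibitors of toxicity appear as activators.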
EPAC2 antagonist: EPAC2 (human) antagonism; actives 0.18% (n = 360,000); EPAC2 GEF exchange of Rap1B-BODIPY-GDP, fluorescence; Potency, µM (titrated, usually from 114 µM), for inactives: at the highest dose activity, negative = inhibition, usual class: inhibitors; Q8WZA2; AID 720708; further: potency means the concentration at half of the fitted maximal effect; on the % scale 0 is the no-effect control and ±100 the full control effect; nearly all actives have a fitted effect of over 45% in size; many of its hits are not listed in these tables
D3 antag: D3 dopamine receptor (human) antagonism. D3R cells, DiscoveRx beta-arrestin luminescence, antagonist mode; active compounds read low. max response, negative = inhibition, %. actives 2.5% (n = 360,000); in the data active means max response below about -50%; inconclusive means no clear call, values can overlap the other calls; further: on the % scale 0 is the no-effect control and ±100 the full control effect; mostly tested at two doses, the higher about 12 µM
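Cells expressing the human receptor were seeded at 1500 cells/well, incubated overnight at 37 degrees C in 5% CO2, then exposed to library compounds with dopamine controls for 90 minutes at 37 degrees C before luminescent detection.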
TDP-43 yeast inh: inhibitors of TDP-43 toxicity in yeast; actives 1.8% (n = 410,000); TDP-43 expressing yeast growth rescue, BacTiter-Glo, 24 h; Potency, µM (doses to about 46.1 µM), inactives show at the highest dose growth rescue (activation), actives largely listed as activators; further: potency means the concentration at half of the fitted maximal effect; % of control where 0% means no effect; nearly all actives have a fitted effect of over 50% in size
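Growth rescue of TDP-43-toxic yeast measured as ATP luminescence (BacTiter-Glo). Cells grown to mid-log in raffinose, induced in galactose at OD600=0.02, exposed to compound 24 hr at 30 deg C.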
FUS suppressor: FUS proteinopathy suppression in yeast. S. cerevisiae FUS-expressing, growth rescue, OD600, 24 h. Potency, µM (titrated, usually from 76.6 µM), for the others: at the highest dose growth rescue (activation), usual class: activators. AID 1347120. actives 0.24% (n = 390,000);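 further: potency means the concentration at half of the fitted maximal effect; plate controls were DMSO vehicle for no effect and reference control for full effect; nearly all actives have a fitted effect of over 55% in size; some results filed as inactive show a strong effect at the top dose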
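S. cerevisiae expressing FUS from galactose induction served as the toxicity model. Growth after 24hr at 30C, read as absorbance at 600 nm, indicates suppression of toxicity; compounds dosed at several concentrations.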
EPAC2 ag: EPAC2 (human) agonism; Q8WZA2; EPAC2 activation, biochemical qHTS; response scale: 100% = 6.5 mM cAMP response; Potency, µM (highest dose often 154 µM), for the others: at the top dose activation, usual class: activators; AID 720711; actives 0.079% (n = 360,000); further: potency means the concentration at half of the fitted maximal effect; nearly all actives have a fitted effect of over 50% in size
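Guanine nucleotide exchange by EPAC2 is measured as reduced fluorescence of BODIPY-GDP once it is released from 250 nM Rap1B. Plates are read kinetically for 30 min at room temperature; results are scaled to 6.5 mM cAMP.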
The depositor's hits bear a star; ? = inconclusive; nt = not tested or not shown; & = joins results of further samples; [ ] = dose if it differs, or a comment. Unless noted, the call rests on the fitted dose curve; in most records, active means well fitted curve in the direction sought with a large enough effect; inconclusive means small, poorly fitted or top-dose-only effect, or another doubt; inactive means no such curve, though single readings can be large; an effect the other way counts as inactive or inconclusive.

| mol | Abeta yeast res | D3 ag | aSyn yeast inh | EPAC2 antagonist | D3 antag | TDP-43 yeast inh | FUS suppressor | EPAC2 ag |
| --- | --- | --- | --- | --- | --- | --- | --- | --- |
| CCOc1ccc(C(=O)NCCc2csc(-c3cccc(F)c3)n2)cc1OCC | -1% | -18 | nt | nt | nt | 23% | 3% | nt |
| Cc1ccc(SCC(=O)Nc2nncs2)cc1 | 7% | 4 | -6% | 2% | 16 | 17% | -3% | 6% |
| CCN1C(=O)/C(=C\N2CCN(c3ccc(F)cc3)CC2)SC1=S | 2% | 34* | -2% | 7% | 58 | -15% | 28% | 4% |
| Cn1c(SCC(=O)Nc2nc3ccccc3s2)nnc1-c1ccccc1 | 2% | -3 | -1% | -4% | 14 | -18% | ? | 6% |
| COc1ccc(-c2ccc(CCC(=O)O)n2-c2ccccc2C(F)(F)F)cc1 | -45%[inhibitor] | -16 | nt | nt | nt | ? | ? | nt |
| Cc1cccc(OS(=O)(=O)NC(=O)OCC2CCCN3CCCCC23)c1 (stereo not given) | -4% | 6 | -1% | 3% | 13 | -12% | 25% | -2% |
| O=C(O)c1ccccc1Sc1c([N+](=O)[O-])cc(C(F)(F)F)cc1[N+](=O)[O-] | -2% | 5 | -1% | 2% | 8 | 28% | -26% | 10% |
| COc1ccc(NC(=O)C2CCCN(S(C)(=O)=O)C2)cc1Cl (stereo not given) | 1% | -3 | 4% | 6% | 1 | 5% | -5% | -1% |
| CCN(Cc1ccccc1)S(=O)(=O)c1ccc(F)c(C(=O)Nc2cc(C(F)(F)F)ccc2Cl)c1 | -8% | -10 | nt | nt | nt | -5% | 29% | nt |
| Cc1cc(NC(=O)CCC(=O)N(CC(=O)NCC2CCCO2)c2ccc(F)c(Cl)c2)no1 (stereo not given) | 1% | -15 | -1% | -1% | -13 | -8% | 0% | 5% |
| CC(=N)C1=C(O)CC(c2ccccc2)CC1=O (stereo not given) | 14% | -6 | 2% | 3% | 2 | -64%[inhibitor] | -10% | -5% |
| O=C(Nc1cc(Cl)ccc1Oc1ccccc1)c1cnccn1 | 6% | 0 | 2% | 10% | -4 | 11% | -4% | 13% |
| COCc1cc(Sc2cccc(Cl)c2Cl)nc(-c2ccccc2)n1 | 10%[9.22 µM] | 0 | 9% | -2% | -15 | 33% | -23% | 3% |
| COc1cc2c(cc1OC)C(c1cc(OC)c(OC)c(OC)c1)NCC2 (stereo not given) | 13% | 1 | 1% | 8% | 1 | -2% | -24% | 2% |
| COc1ccc(C(=O)NCCN2CCOCC2)cc1OC | 5% | 9 | -5% | 7% | 23 | -5% | 3% | -3% |
| CCN(CC)C(=O)C1CCN(Cc2ccc(OCc3ccccc3)cc2)CC1 | -2% | -6 | 6% | 4% | 5 | 11% | -4% | 2% |
| O=C(N/C(=C\c1ccc(Br)cc1)C(=O)N1CCOCC1)c1ccccc1Cl | 0% | -5 | 2% | -8% | -17 | 5% | 28% | 5% |
| COc1ccc(NC(=O)c2ccc3nc(CCc4ccccc4)oc3c2)c(OC)c1 | -22% | -6 | nt | nt | nt | -6% | -9% | nt |
| COC(=O)c1cccc(N(C(=O)CNC(=O)c2cccs2)C(C(=O)NCC2CCCO2)c2ccc(OC)c(OC)c2)c1 (stereo not given) | 2% | -2 | 6% | -1% | -6 | -21% | -18% | -3% |
| ClC1CCCCC1n1nnc2ccccc21 (stereo not given) | -2% | 5 | 2% | -4% | 3 | ? | -13% | 5% |

Some of the entries above, set out differently:
Fields – Abeta yeast res, D3 ag, aSyn yeast inh, EPAC2 antagonist, D3 antag, TDP-43 yeast inh, FUS suppressor, EPAC2 ag
O=C(O)c1ccccc1Sc1c([N+](=O)[O-])cc(C(F)(F)F)cc1[N+](=O)[O-]
    -2%, 5, -1%, 2%, 8, 28%, -26%, 10%
COc1ccc(NC(=O)C2CCCN(S(C)(=O)=O)C2)cc1Cl (stereo not given)
    1%, -3, 4%, 6%, 1, 5%, -5%, -1%
CCN(Cc1ccccc1)S(=O)(=O)c1ccc(F)c(C(=O)Nc2cc(C(F)(F)F)ccc2Cl)c1
    -8%, -10, nt, nt, nt, -5%, 29%, nt
Cc1cc(NC(=O)CCC(=O)N(CC(=O)NCC2CCCO2)c2ccc(F)c(Cl)c2)no1 (stereo not given)
    1%, -15, -1%, -1%, -13, -8%, 0%, 5%
CC(=N)C1=C(O)CC(c2ccccc2)CC1=O (stereo not given)
    14%, -6, 2%, 3%, 2, -64%[inhibitor], -10%, -5%
O=C(Nc1cc(Cl)ccc1Oc1ccccc1)c1cnccn1
    6%, 0, 2%, 10%, -4, 11%, -4%, 13%
COCc1cc(Sc2cccc(Cl)c2Cl)nc(-c2ccccc2)n1
    10%[9.22 µM], 0, 9%, -2%, -15, 33%, -23%, 3%
COc1cc2c(cc1OC)C(c1cc(OC)c(OC)c(OC)c1)NCC2 (stereo not given)
    13%, 1, 1%, 8%, 1, -2%, -24%, 2%
COc1ccc(C(=O)NCCN2CCOCC2)cc1OC
    5%, 9, -5%, 7%, 23, -5%, 3%, -3%
CCN(CC)C(=O)C1CCN(Cc2ccc(OCc3ccccc3)cc2)CC1
    -2%, -6, 6%, 4%, 5, 11%, -4%, 2%
O=C(N/C(=C\c1ccc(Br)cc1)C(=O)N1CCOCC1)c1ccccc1Cl
    0%, -5, 2%, -8%, -17, 5%, 28%, 5%
COc1ccc(NC(=O)c2ccc3nc(CCc4ccccc4)oc3c2)c(OC)c1
    -22%, -6, nt, nt, nt, -6%, -9%, nt
COC(=O)c1cccc(N(C(=O)CNC(=O)c2cccs2)C(C(=O)NCC2CCCO2)c2ccc(OC)c(OC)c2)c1 (stereo not given)
    2%, -2, 6%, -1%, -6, -21%, -18%, -3%
ClC1CCCCC1n1nnc2ccccc21 (stereo not given)
    -2%, 5, 2%, -4%, 3, ?, -13%, 5%

Next structures.
| mol | Abeta yeast res | D3 ag | aSyn yeast inh | EPAC2 antagonist | D3 antag | TDP-43 yeast inh | FUS suppressor | EPAC2 ag |
| --- | --- | --- | --- | --- | --- | --- | --- | --- |
| CCN(Cc1ccccc1)C(c1ccc(Cl)cc1)c1nnnn1C(C)(C)C (stereo not given) | -24% | -12 | -14% | -7% | -23 | -11% | 17% | -85%[inhibitor][15.6 µM] |
| O=C(O)CNC(=S)N(Cc1ccccc1F)C1CCCCC1 | 9% | 0 | 2% | 2% | 13 | -8% | -25% | -2% |
| CCCn1c(N)c(N(CCOC)C(=O)CSc2cc(C)c3cccc(C)c3n2)c(=O)[nH]c1=O | 8% | 0 | 0% | -3% | -7 | 0% | -2% | 5% |
| C(=C\c1ccco1)/C1=NN(c2ccccc2)C(c2ccco2)C1 (stereo not given) | -9% | 1 | 16% | -8% | -1 | -14% | 0% | 12% |
| C[C@@H]1CN([C@H](C)CO)C(=O)CCCn2nncc2CO[C@@H]1CN(C)C(=O)NC1CCCCC1 | 7% | -10 | -2% | 0% | -15 | 12% | 2% | 13% |
| COCCN1C(=O)N[C@@H](c2ccco2)C(C(=O)OC)=C1C | 2% | 2 | -1% | 6% | -13 | 0% | -26% | 7% |
| Cn1c(=O)[nH]c2cc3ccccc3cc21 | 0% | 6 | 10% | 4% | 16 | 11% | 7% | 2% |
| COC(=O)C1=C(C)NC(C)=C(C(=O)OC)C1C(=O)OC1CCCCC1=O (stereo not given) | -6%&3% | 5&-2 | 0%&3% | -4%&-1% | 3&-6 | -14%&-6% | 16%&43% | 6%&-7% |
| C=CCOc1ccc(/C=N/NC(=O)C(=O)N2CCCCCC2)cc1OC | -4% | 9 | -2% | 0% | 5 | -8% | 5% | 3% |
| Cc1cc(C)n(CC(=O)N2CCCC(C(=O)c3cccc(OC(C)C)c3)C2)n1 (stereo not given) | 6% | 2 | 4% | 4% | -9 | 2% | 5% | 12% |
| COc1ccc(Nc2ncnc3c2cnn3Cc2ccc(C)cc2)cc1 | 13% | -1 | 1% | -10% | 0 | 0% | 23% | 15% |
| Cc1cc(N(C)C)nc(Nc2ccccc2)n1 | -9% | -9 | -4% | 5% | -9 | -1% | -10% | 10% |
| Cc1cc(C)c(C)c(S(=O)(=O)NCc2ccc(C(=O)NCC3CCCO3)cc2)c1C (stereo not given) | -1% | 0 | 12% | 1% | ? | -22% | ? | 9% |
| O=C1C[C@@H]2c3c(cccc3CN1Cc1ccccc1Cl)C[C@@H](O)[C@H]2O | 1% | 18 | 1% | -3% | 0 | -1% | 13% | -1% |
| Cn1c(SCc2cnc(-c3ccccc3)s2)nnc1C1COc2ccccc2O1 (stereo not given) | 14% | -2 | 16% | -6% | 3 | 12% | -3% | 7% |
| COc1ccc(NC2=C(NCCO)C(=O)c3ccccc3C2=O)cc1 | -16% | -8 | -4% | -5% | -9 | -8% | nt | -3% |
| N#Cc1nnn(-c2ccc(Cl)cc2)c1N | 0% | -1 | -4% | -4% | -17 | -6% | -18% | 6% |
| CN(C)S(=O)(=O)Oc1ccc(Cl)cc1C(=O)Nc1cccc(C(F)(F)F)c1 | 15% | -1 | 0% | 0% | 18 | 15% | 9% | -23% |
| CCCCN(C)CCCNC(=O)C1CCN(S(=O)(=O)CC)CC1 | -10% | 3 | nt | nt | nt | -10% | 11% | nt |
| Cc1cc2c(cc1S(=O)(=O)N(C)CC(=O)Nc1cccc(C#N)c1)OCC(=O)N2 | 2% | -1 | nt | nt | nt | 10% | -10% | nt |
| O=C(Nc1ccccc1)c1ccc(S(=O)(=O)NCC2CCCO2)cc1 (stereo not given) | -15% | -5 | 16% | 15% | 7 | -12% | 5% | 4% |
| COc1ccc(OC)c(NC(=O)C2CCN(c3nc(C)cc(C)n3)CC2)c1 | -9% | 2 | -8% | 14% | 16 | 12% | 5% | -3% |
| O=C(NCCc1ccc(Cl)cc1)C1CCC(CNc2nc(=S)[nH]c3ccccc23)CC1 (stereo not given) | 0% | -5 | 0% | 6% | -13 | 8%[9.22 µM] | 10% | 2% |
| CSCC[C@H](NS(=O)(=O)c1ccc(C)cc1)C(=O)N1CCC(C(=O)N[C@@H](Cc2ccccc2)C(=O)O)CC1 | -18% | -12 | 3% | 7% | 1 | 14% | 13% | 6% |
| CCOC(=O)NC1(C(F)(F)F)C(=O)N(Cc2ccccc2)C2=C1C(=O)CC(C)(C)C2 (stereo not given) | 8% | 2 | nt | -3% | -8 | -1% | 27% | 1% |
| Cc1ccc(C(=O)n2nc(-c3ccco3)nc2N)cc1 | -3% | 2 | -5% | -13% | -16 | 7% | nt | -2% |
| Cc1cccc2sc(NS(C)(=O)=O)nc12 | -11% | 5 | -4% | 15% | -21 | -8% | -16% | 1% |
| O=C(Nc1nccs1)c1cc2sccc2n1Cc1ccc(F)cc1 | 3% | -2 | -5% | -13% | -14 | -20% | ? | 14% |

A portion of the library (hit frequency here may not be typical).
